MDM2 E3 inh: Mdm2 E3 ligase (human) inhibition; Q00987; cell-based MDM2 ubiquitination luciferase reporter, 2 h; 0 = plate control, 100 = twice control, blank-subtracted; signal enhancement, % at 5 µM; hit rate 0.11% among 210,000;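 active = signal enhancement of 30% or more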;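 also: luminescence tracks abundance of the self-degrading MDM2-luciferase fusion protein; higher signal means inhibition of MDM2 E3 ligase activity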
Target sequence (Q00987 whole entry, looked up, the tested form may be a part): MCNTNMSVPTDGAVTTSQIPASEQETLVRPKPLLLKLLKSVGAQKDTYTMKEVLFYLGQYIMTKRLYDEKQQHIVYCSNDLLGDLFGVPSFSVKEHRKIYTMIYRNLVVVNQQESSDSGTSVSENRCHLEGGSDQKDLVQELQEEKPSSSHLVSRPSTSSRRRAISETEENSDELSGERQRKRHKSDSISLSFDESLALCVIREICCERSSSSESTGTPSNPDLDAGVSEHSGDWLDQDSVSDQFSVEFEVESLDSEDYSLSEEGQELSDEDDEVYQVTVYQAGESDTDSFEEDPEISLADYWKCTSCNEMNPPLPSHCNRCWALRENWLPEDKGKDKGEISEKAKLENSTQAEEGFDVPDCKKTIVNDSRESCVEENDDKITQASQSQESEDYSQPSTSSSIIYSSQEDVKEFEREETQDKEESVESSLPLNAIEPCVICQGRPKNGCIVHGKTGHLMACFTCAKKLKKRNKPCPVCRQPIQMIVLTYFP
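Assay system: stable mammalian line carrying autodegrading MDM2–luciferase fusion reporter; Input: 2000 cells in each well; Compound dosing: single-point 5 µM; Schedule: 2 h compound exposure at 37 °C; Signal: SteadyLite luciferase luminescence after 15 min room-temperature reagent incubation; Evaluation: % luminescence enhancement versus blank-corrected plate control mean; Benchmarks: plate controls and plate blanks.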
Rad51 HR inh: blocks human Rad51 in homologous recombination; Q06609; hRad51 DNA strand exchange, fluorescence dequenching; inhibition, % at 10 µM; hit rate 0.085% among 200,000; AID 1385;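 active = inhibition above 40% at the single screening dose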;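 also: 0% = DMSO control wells and 100% = blanks with heterologous ssDNA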
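Assay system: Human Rad51 nucleoprotein filaments preassembled on unlabelled ssDNA | Reagent: Donor/quencher-labelled 47-bp dsDNA substrate | Doses: One concentration, 10 µM final | Times: 37 °C 15-min filament assembly, 30-min compound preincubation, 15-min exchange | Technique: Fluorescein emission 520 nm, excitation 485 nm | Benchmarks: Plate control and blank wells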
TNF death inh: blocks TNF-alpha induced death of Jurkat FADD-/- cells. AID 463075. activation (protection from cell death), % at 10 µM. Jurkat FADD-/- TNF necroptosis rescue, ATP luminescence, 24 h; 0 = TNF only, 100 = no-TNF cells. hit rate 0.068% among 220,000;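 active = activation, meaning protection from cell death, of at least 50% relative to plate controls; inactive = activation below 50%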;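 also: necroptosis triggered by 40 ng/mL TNF-alpha added together with compound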
Calpain2 inh: blocks pig calpain II enzyme activity; hit rate 0.37% among 220,000; AID 1236; inhibition, % at 16 µM; purified calpain II, fluorogenic peptide substrate, 30 min;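 active = inhibition above about 50%, limit read from the data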
PERK inh: inhibitors of human PERK kinase; Q9NZJ5; CHO PERK-DD fusion, SEAP luminescence translation reporter; inhibition, % at 5.6 µM; hit rate 0.17% among 220,000; AID 1416;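 active = inhibition above the mean inhibition of all tested compounds plus 3 SD, set separately per screening campaign, cut at about 2.9% in these data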;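 also: PERK kinase domain activated by AP20187 dimerizer at 100 nM; 0% = DMSO with dimerizer and 100% = rapamycin at 8.4 µM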
EBV gp42 inh: EBV gp42 inhibition; inhibition, % (tested at 21.74 µM); Fluorescence polarization binding assay, mP read-out; AID 1085; hit rate 0.42% among 220,000; in the data active = inhibition above about 50%
Target sequence (Q1HVG2 whole entry, looked up): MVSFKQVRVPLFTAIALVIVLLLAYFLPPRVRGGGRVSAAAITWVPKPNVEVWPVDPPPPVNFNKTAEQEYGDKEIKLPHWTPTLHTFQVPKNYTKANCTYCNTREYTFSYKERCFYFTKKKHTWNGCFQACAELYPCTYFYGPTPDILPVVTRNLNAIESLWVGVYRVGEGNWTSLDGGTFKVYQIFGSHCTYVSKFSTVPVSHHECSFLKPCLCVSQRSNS
KCC2 mod: modulates chloride dependent transport by human KCC2. Q9H2X9. KCC2 cells, thallium flux FluoZin-2 fluorescence. B-score of Tl+ flux slope (higher = more flux/activation; lower = inhibition) at 10 µM. hit rate 2.2% among 190,000. AID 1456;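 active = thallium flux slope and its plate-corrected score both differing from the plate sample mean at a set confidence after two filtering rounds, in either direction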;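 also: slope of fluorescence scaled to starting intensity during 10 to 20 s after thallium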
L929 necroptosis: blocks zVAD induced death of L929 cells; L929 zVAD necroptosis rescue, ATP luminescence, 24 h; with zVAD 60 µM; hit rate 0.38% among 220,000; viability rescue, % at 10 µM; AID 1377;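 active = activation, scaled between plate controls, above about 75%, limit read from the data; inactive = activation under that limit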;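 also: 0% = zVAD with DMSO and 100% = DMSO alone without zVAD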
eIF4E 4G PPI: inhibitors of eIF4E and eIF4G interaction in translation initiation; P63073+Q04637; inhibition, % at 21.7 µM; AID 782; TR-FRET eIF4E-eIF4GI(517-606) binding, 2 h; hit rate 0.37% among 220,000;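 active = inhibition above about 30%, limit read from the data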;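 also: 0% = full FRET control wells and 100% = background wells lacking eIF4GI fragment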
* hit, by the source's call; i = inactive; · = not tested or not shown; [ ] = remark or other dose. Not a hit list; about 3.6% have a hit in one of these screens.

Every second line gives: MDM2 E3 inh, Rad51 HR inh, TNF death inh, Calpain2 inh, PERK inh, EBV gp42 inh, KCC2 mod, L929 necroptosis, eIF4E 4G PPI
CC(C)NC(=O)NC1C2CC3CC(C2)CC1C3 (stereo unspecified)
→ -11, ·, -3.9, -36, 0.4, -1, 0.09, 0.1, -1[fluorescence artefact?]
Cc1cc(OCC(=O)NC(C)C)ccc1Cl
→ -19, 12, 0.0, 15, 1.6, -10, -0.05, 1.0, -1
CC1C(=O)CCN(C(C)C)C1C (stereo unspecified)
→ ·, 2, 0.2, -22, 0.6, -10, 0.39, 0.4, -12
Cc1cc(C)nc(-n2nc(C)cc2NC(=O)CNC2CCCCC2)n1
→ -7, -4, 0.6, -30, -0.9, -6, 0.4, -0.4, 4
O=c1[nH]c(-c2ccccc2)nnc1-c1ccccc1
→ -13, 11, -2.9, 2, 1.5, -6, -0.18, 0.6, -1
C=C(C)C(=O)NC1=NN(c2ccccc2)C(=O)C1
→ -10, 3, 0.7, -21, 0.7, -3, -0.36, 0.7, 4[fluorescence artefact?]
COc1ccc(-n2c(=S)[nH]c3cc(C(=O)O)ccc3c2=O)cc1
→ -2, 17, -0.7, -11, 1.3, -1, -0.55, 2.0, -2
COCCN(C(=O)CCC(=O)Nc1cccnc1)C(C(=O)NC1CCCCC1)c1ccccc1 (stereo unspecified)
→ -6, -7, -0.7, 14, 0.2, -10, 0.91, -0.3, 0
Nc1ccc2nn(-c3ccccc3)nc2c1
→ 4, -2, -2.5, i, 0.4, -14, -1, 0.8, 11
CCOC(=O)N1N=C(c2ccccc2)CC1(O)C(F)(F)F (stereo unspecified)
→ -8, ·, -2.7, 16, 0.1, -5, -0.66, 0.0, 9
COc1ccccc1OCCC(=O)OCC(=O)NCc1ccccc1
→ -10, 2, 0.7, 17, 0.6, 2, -0.52, -1.1, -4
c1ccc2c(c1)CCCN2Cc1nnc2n1CCCCC2
→ 15, -2, 0.7, -2, 1.4, 28, -0.41, -0.2, 4
Cc1ccc(OCC(=O)Nc2cccc(C)n2)c(C)c1
→ -28, 7, 0.4, -9, 0.7, -2, 0.029, 0.5, -4
O=C(C1COc2ccccc2O1)N1CCOCC1 (stereo unspecified)
→ -6, -1, 5.1, -64, 1.1, -8, ·, -0.3, -7
COc1cc(C(=O)N2CCN(C(=O)c3ccccc3)CC2)cc(OC)c1OC
→ 2, 2, 0.9, 8, -0.2, -22, 0.064, -0.1, -6

Remaining list, next part:
Every second line gives: MDM2 E3 inh, Rad51 HR inh, TNF death inh, Calpain2 inh, PERK inh, EBV gp42 inh, KCC2 mod, L929 necroptosis, eIF4E 4G PPI
O=C(Cn1cncn1)NCc1cccc(OC(F)F)c1
→ -1, -2, -0.3, -6, 1.1, -17, 0.69, 1.6, 1
COc1ccc(Nc2nc(N)nc(CN3CCOCC3)n2)cc1
→ -10, 5, -1.3, -25, 0.4, -7, 0.47, -0.3, -1
CCn1c(=O)c(C(=O)Nc2nc3ccccc3[nH]2)c(O)c2ccccc21
→ -26, 1, -0.6, -84, 0.8, -23, ·, 0.7, 1
CC(C)CCNC(=O)CN(Cc1ccc2c(c1)OCO2)C(=O)CCC(=O)Nc1ccccn1
→ -22, -7, -2.8, -7, 0.0, -6, 0.95, 0.6, 7
COc1ccccc1CNc1ccccc1F
→ 5, 8, -0.3, -26, 0.5, 5, 0.14, 4.4, -4
Cn1nnnc1SCCNCc1ccccc1F
→ -13, 3, 0.0, -13, -0.6, -19, ·, -1.4, -1[fluorescence artefact?]
CN1CCC(=NNC(=O)c2ccc(N(Cc3ccc(Cl)cc3)S(C)(=O)=O)cc2)CC1
→ -6, ·, 2.2, 2, 0.9, 12, 0.7, 0.0, 2
CCOC(=O)c1ccc(NC(=O)c2nc[nH]c2C(=O)N(C)Cc2ccccc2)cc1
→ -6, 10, 0.8, -6, ·, 3, -1.1, 0.9, 0
CC(=O)Nc1cc2c(cc1C(=O)c1ccccc1)OCCO2
→ -78, ·, -0.6, 13, 0.4, 4, -0.38, 1.2, -9
C/C(N)=C(/C#N)C(=O)CSc1nnnn1-c1ccc(C)cc1C
→ -29, -1, -4.3, 9, 0.8, 1, -1.1, -0.3, 6
CCOC(=O)CSc1nc(C)cc(C)c1C#N
→ -11, 1, 0.0, -10, 1.6, -14, -0.16, -0.4, 1
Cn1c(SCc2cccnc2)nc2cccnc21
→ -13, 6, -4.5, -3, 1.1, -1, -0.7, 0.1, 7
CC(=O)NCC(=O)OCC(=O)c1ccc(C)c(C)c1
→ -1, 10, 0.1, -11, 0.2, 5, ·, -0.8, 0[fluorescence artefact?]
COc1cc(CNC2CCCC2)cc(Cl)c1OCc1ccccc1F
→ 1, -1, -3.9, 23, -2.4, 4, 0.71, 2.1, 10
Cc1cc(C)nc(Nc2ccc(N3CCOCC3)cc2)n1
→ 2, -1, 3.1, -12, 0.5, -3, ·, 5.4, 0

(more compounds)
Every second line gives: MDM2 E3 inh, Rad51 HR inh, TNF death inh, Calpain2 inh, PERK inh, EBV gp42 inh, KCC2 mod, L929 necroptosis, eIF4E 4G PPI
O=C(O)c1ccccc1-c1nc2ccccc2c(=O)[nH]1
→ -13, 6, -0.1, -22, 0.6, -19, -0.71, 2.6, 4[fluorescence artefact?]
O=C(NCCc1ccccc1)C(c1ccncc1)N(C(=O)c1csnn1)C1CC1 (stereo unspecified)
→ 3, -4, 1.4, -19, -0.6, -13, 0.29, 0.0, 6
COc1cccc2c1N1C(=O)c3c(C(=O)O)cccc3C1CC2(C)C (stereo unspecified)
→ -15, 0, 0.1, -7, -0.4, 3, ·, 0.4, 4
Cc1ccc(NC(=O)CCC(=O)NNC(=O)/C=C/C(=O)O)c(C)c1
→ -14, -6, 0.9, -20, 1.6, 10, 1.1, 2.1, -6
CSc1nc2nc3c(cc2c(=O)[nH]1)C(O)Oc1ccc(C)cc1-3 (stereo unspecified)
→ -3, -8, 0.2, -275, 0.1, 1, 0.42, 0.9, 0
O=C(O)c1ccc(-c2nc3ccccc3s2)o1
→ ·, -5, 1.4, -22, -0.3, -14, -1.1, 0.4, -11
O=C(Nc1ccc(Cc2ccc(NC(=O)C3CC3)c(O)c2)cc1O)C1CC1
→ 3, -4, -0.5, -13, 0.6, 8, 0.069, -0.5, 0
COc1cccc2c(=O)n(CC(=O)Nc3ccc(F)cc3)ccc12
→ -26, -1, -0.2, -4, 0.1, -20, ·, 1.8, 0
COc1ccccc1C1c2[nH]c3ccccc3c2CCN1Cc1cnc(C)s1 (stereo unspecified)
→ -9, 0, -1.2, -34, -0.9, 10, -0.22, -0.7, -2
CCOC(=O)Cn1c(=O)oc2cc(S(=O)(=O)N(C)c3cccc(C)c3)ccc21
→ -4, ·, 2.5, 7, 0.9, -15, 0.15, -0.6, -3
O=C(NC(=S)Nc1ccc2ncccc2c1)c1ccccc1
→ -7, 1, -0.6, -7, -0.5, -9, 0.66, 1.8, 3
O=C(O)c1ccc(Cl)c(S(=O)(=O)Nc2ccccc2N2CCOCC2)c1
→ -1, -29, 1.1, 12, 0.8, -15, -0.2, 0.7, 2
CCOCCCNC(=O)/C(C#N)=C/c1ccccc1F
→ -8, -8, 2.1, -1, 0.6, 7, 0.31, 2.1, -3
Cc1ccc(C(=O)OC2CCCN(C)C2)cc1 (stereo unspecified)
→ -9, -1, -0.1, 6, 0.5, -13, -0.26, 11, 3
COc1ccc(OC)c(NC(=O)CSc2ccc3ccccc3c2)c1
→ -3, -4, 0.3, 21, -0.1, -4, -0.7, 0.8, 4[fluorescence artefact?]

Other compounds
Every second line gives: MDM2 E3 inh, Rad51 HR inh, TNF death inh, Calpain2 inh, PERK inh, EBV gp42 inh, KCC2 mod, L929 necroptosis, eIF4E 4G PPI
Cc1ccc(C(=O)Nc2nc(C(C)(C)C)cs2)s1
→ 9, -7, -1.5, 5, 0.4, -28, -1.4, 0.2, -5
O=C(NC1CCCC1)c1cc2nc(-c3ccccc3)cc(-c3ccccc3)n2n1
→ ·, 5, -1.2, -24, 0.5, -26, -0.62, 0.5, 6
Cc1cc(C(=O)OC2CCOC2=O)c2ccccc2n1 (stereo unspecified)
→ 1, 4, -0.8, 2, 0.8, 0, -0.7, 0.6, -1
O=C(CSc1nnc(-c2ccccc2O)o1)N1CCc2ccccc2C1
→ -12, ·, 1.4, 3, 1.0, -6, -1.1, 0.1, 4
c1ccc(-c2nc(-n3ccnc3)nc(-n3ccnc3)n2)cc1
→ -9, 13, -13, 11, -1.1, -11, -0.53, 39, -1
CCCCN1C(=O)/C(=C2\SC(N3CCCCC3)=NC2=O)c2ccccc21
→ -25, 3, -10, 0, -0.1, 5, ·, 0.7, -1[fluorescence artefact?]
COc1cccc(C(=O)NC(=S)Nc2ccc(N(C)C)cc2)c1
→ -2, 3, 0.5, 7, -0.3, 2, 5.5, 0.2, 4
O=C(NCc1ccco1)c1cc(C(=O)C2CCCCC2)c[nH]1
→ -7, -2, -1.4, -2, 0.3, -1, -0.53, 1.1, -1[fluorescence artefact?]
O=C(Nc1ccccc1C(=O)N1CCN(Cc2ccccc2)CC1)c1ccccn1
→ -23, ·, -1.4, -4, -1.2, 6, 0.0015, -0.4, -2
Cc1ccc(-c2nc(-c3ccc(Cl)cc3)sc2CC(=O)O)c(C)c1
→ ·, ·, -0.7, -7, 0.8, -13, -1.7, -0.7, 3
CSC1=NCCN1S(=O)(=O)c1ccc(C)cc1
→ -11, 30, -0.1, -35, 1.1, -19, -0.023, 0.4, 9
CC(=O)Nc1ccc(NC(=O)Cn2cc3c(n2)CCC(C)C3)cc1 (stereo unspecified)
→ 2, -8, -1.2, -20, 1.2, -13, ·, -0.5, 1[fluorescence artefact?]
Cc1cccc(Nc2nnc(SCC3CCCCO3)s2)c1 (stereo unspecified)
→ -6, 5, 3.4, 21, 0.0, -4, -0.52, 8.4, 1
Cc1ccnc(NC(=O)Cc2ccc(F)cc2)n1
→ ·, 9, 2.1, 29, 1.1, -10, -0.11, -0.3, 85*
CCN1C/C(=C\c2cccc(C)c2)c2nc3ccccc3c(C(=O)O)c2C1
→ -8, -5, -2.4, 2, 1.1, 10, ·, -0.2, -6
NC(=O)C1=C[C@@H](c2ccc(Br)cc2)C[C@@H](OCc2ccc(CO)cc2)O1
→ ·, 0, 0.2, -3, 0.9, -8, -2.2, 0.7, 1

Source: PubChem BioAssay
